Platelet DG rel: modulates dense granule release in human platelets | human platelet-rich plasma, SFLLRN dense granule ATP release, luminescence | inhibition, %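 (compounds screened at 7.5 µM in platelet-rich plasma)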 | 0.22% of 300,000 active | AID 1663;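 active means mean replicate score, as percent of positive control, at or above 50; inconclusive means mean below 50 but at least one replicate at or above 50; inactive means mean and every replicate below 50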
HSP90 inh: inhibitors of HSP90 luciferase refolding in rabbit reticulocyte lysate; luciferase refolding luminescence, 3 h; inhibition, % at 5.6 µM; 0.91% of 290,000 active;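 active means inhibition above the screen-wide mean plus 3 SD, computed separately per campaign, cut at about 16% in these data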;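 further: 0% = DMSO wells and 100% = 60 µM geldanamycin wells; inhibitors lower the luminescence because luciferase stays unfolded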
HSF-1 act: increases HSF-1 driven luciferase reporter signal; NIH3T3-HGL HSF-1 luciferase reporter, MG132, 8 h; 100% = twice DMSO control signal; activation, % at 9 µM; 1.7% of 300,000 active; AID 504408;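 active means mean replicate activation of at least 50% with a set share of replicates each reaching 50%; inconclusive means only one of those two conditions met; inactive means mean below 50% and too few replicates reaching it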;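 further: 0% = median of the neutral control wells and 100% = twice that signal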
AI-2 QS mod: modulates the Vibrio harveyi AI-2 quorum sensing system | 0.4% of 300,000 active | activity change, % at 7.5 µM | Vibrio harveyi JMH597 AI-2 luminescence/OD600 ratio, 9 h; active compounds read low; strain lacks LuxN and CqsS sensors; 0 = neutral-control median; in the data active means activity change below about -75%, passing the limit was not always enough; inconclusive means no clear call, values can overlap the other calls;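 further: luminescence divided by OD600 gain over 9 h not by final OD600 alone; inactives centre near 13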
SKKanGAS inh: blocks kanamycin growth of S. pyogenes SKKanGAS strain; BacTiter-Glo, 6 h; inhibition, % at 7.5 µM; 1.3% of 300,000 active;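 active means mean replicate score, as percent of positive control median, at least 50; inconclusive means mean below 50 but one replicate at or above 50; inactive means mean and every replicate below 50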;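 further: strain carries kanamycin resistance gene driven by streptokinase promoter and grows in 40 µg/ml kanamycin; loss of luminescence reflects streptokinase promoter inhibition or plain growth inhibition; 0% = median of DMSO wells and 100% = positive control at its reference dose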
IEC-6 tox: IEC-6 cytotoxicity, counter-screen for KLF5 inhibitors | luminescence viability | inhibition, % at 5 µM | 0.78% of 290,000 active; in the data active means inhibition above about 22%;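 further: 0% = plate median of test compound wells and 100% = cytotoxic reference compound wells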
aSyn UTR inh: MLPCN primary screen, SNCA 5' untranslated region; alpha-synuclein 5'UTR reporter, inhibitor activity; inhibition, % (tested at 7.5 µM); 0.82% of 300,000 active; in the data active means inhibition above about 60%; inconclusive means no clear call, values can overlap the other calls;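 further: H4 neuroglioblastoma cells stably carrying SNCA 5'UTR luciferase fusion; 0% = DMSO wells and 100% = positive control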
HSF1 inh: HSF1 inhibition; NIH3T3-HGL HSE-luciferase, MG132-induced, luminescence 8 h; active compounds read low; activity change, negative = inhibition, % at 7.5 µM (by protocol); 0.77% of 300,000 active; AID 2098;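 active means more than half of replicate wells show activity change below -50%, luminescence cut by over half; inconclusive means some wells, but at most half, below -50%; inactive means no replicate well below -50%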;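 further: luciferase reports HSF-1 transcriptional activity via heat shock element; 0% = median of DMSO wells and -100% = zero luminescence signal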
KLF5 inhibitor: kruppel-like factor 5 inhibition | DLD-1 KLF5 promoter-luciferase reporter, luminescence | inhibition, % at 5 µM | 0.23% of 290,000 active | AID 1700;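 active means inhibition above a per-plate limit of that plate's mean compound inhibition plus 3 SD, cut at about 60% in these data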;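 further: 0% = DMSO wells and 100% = LY294002 at 200 µM; higher means less KLF5 promoter-driven luciferase light; inactives centre near -14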
HIF act: HIF pathway transcriptional activation | U2OS HRE-luciferase reporter, luminescence; normalized: DMSO 0%, desferrioxamine 100% | activation, % at 7.5 µM (by protocol) | 0.32% of 300,000 active | AID 1910;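 active means mean activation of at least 10% of the iron chelator positive control signal, with at least half of replicates also reaching 10%; inconclusive means mean and replicate majority disagree about reaching 10%; inactive means mean and most replicates under 10%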
* marks the source's active call; other numbers are inactive results; ? = inconclusive; / = no result given.

SMILES	Platelet DG rel	HSP90 inh	HSF-1 act	AI-2 QS mod	SKKanGAS inh	IEC-6 tox	aSyn UTR inh	HSF1 inh	KLF5 inhibitor	HIF act
COc1cc(S(=O)(=O)N2CCCCC2)ccc1NC(=O)c1ccccc1Cl	3	-4	8	22	-1	-6	25	7	-16	-0.6
Cc1[nH]n(-c2ccc([N+](=O)[O-])cc2)c(=O)c1C=NCCN1CCN(C(=O)c2ccccc2F)CC1	2	-1	11	16	34	8	7	-3	-22	0.2
CC(C)N(CCCNC(=O)c1ccc(N2CCCC2=O)cc1)Cc1ccccc1	1	2	-10	26	-2	-1	-18	0	-22	-0.8
COc1ccc(C2Nc3ccccc3C(=O)N2NS(=O)(=O)c2ccccc2)cc1 (stereo unspecified)	1	2	14	-8	-1	0	-25	5	-30	0.2
O=C(O)CC/C(=C\c1ccccc1[N+](=O)[O-])c1nc2ccccc2s1	1	-3	0	19	4	-1	23	-3	9	-0.2
Cc1cccc(NC(=O)CC2SC(=NC3CCCCC3)NC2=O)c1 (stereo unspecified)	-12	1	-19	10	1	-1	30	-4	1	-0.3
Cc1c(C)n2c(SCC(=O)N3CC(C)OC(C)C3)nnc2[nH]c1=O (stereo unspecified)	4	/	-4	16	6	/	-7	-2	/	-0.6
Cc1ccc(CNC(=O)/C(C#N)=C/c2ccc(C)s2)cc1	4	1	-3	6	8	-1	-22	-2	-17	0.3
Cc1ccc(C(=O)Nc2sc3c(c2C(=O)NCc2ccco2)CCCC3)cc1	-1	0	-17	/	22	1	0	-7	-24	-0.3
COC(=O)CSc1nc(C)cc(Oc2ccccc2)n1	-32	-3	-5	19	-4	4	18	-4	11	0.0
Cc1nn(-c2ccccc2)c(C)c1-c1ccccc1O	4	1	-3	-16	5	11	-5	-1	-36	-0.3
CS(=O)(=O)N(Cc1ccc(Cl)cc1)c1ccc(C(=O)NCCC2=CCCCC2)cc1	1	4	4	18	7	2	21	17	-5	0.6
Cc1ccc(-c2nn(-c3ccccc3)cc2CN(Cc2ccccc2)C(=O)c2ccco2)o1	-2	8	38	17	28	-1	-16	22	-16	-0.2
Nc1ccc(C2CCCc3nonc32)c2nonc12 (stereo unspecified)	-5	3	22	4	-2	-2	0	8	-5	-0.4
CCOC(=O)C1CCN(C(=O)C(C)c2ccc([N+](=O)[O-])cc2)CC1 (stereo unspecified)	4	-1	-2	13	0	-4	-9	1	-7	-0.2
CC(C)Oc1ccc(C2CC(=O)N(c3ccccc3)C2=O)cc1 (stereo unspecified)	1	3	16	18	1	-5	-16	10	-34	0.3
N#Cc1c(SCC(=O)Nc2nncs2)sc2c(O)cc(=O)[nH]c12	4	7	-19	2	5	-15	10	-6	-4	-0.3
COc1ccc(CN(N=O)C2CC(=O)N(c3ccc(OC)cc3)C2=O)cc1 (stereo unspecified)	5	1	-11	-9	0	1	-4	-3	-7	-0.3
COc1ccccc1OCCNC(=O)CC(NC(C)=O)c1ccccc1 (stereo unspecified)	5	2	-15	17	-4	2	1	-3	-32	-0.2
CN(C)CCN(Cc1cc2cc3c(cc2nc1Cl)OCO3)C(=O)c1ccco1	-3	5	15	12	8	-2	3	3	-11	0.0
O=C(NCc1ccc2c(c1)OCO2)C1CCCN(S(=O)(=O)c2cccc3cccnc23)C1 (stereo unspecified)	10	-1	4	22	-15	0	0	3	10	0.1
CCn1cc(CNC(=O)/C=C/c2ccc([N+](=O)[O-])cc2)cn1	0	1	-7	27	3	-6	11	-15	-2	-0.2
Cc1cc(NC(=O)CSC2=NS(=O)(=O)c3cc(Cl)ccc3N2)no1	-4	/	1	9	-1	/	7	0	/	1.9
O=C(NCc1ccccc1Cl)C1CCC(=O)N(C2CC2)C1 (stereo unspecified)	-13	-4	-18	30	4	-7	-4	-11	-24	0.2
C/C(=N\Nc1nccnc1Cl)c1ccc(Br)cc1	17	-5	-7	4	-2	-3	-7	0	-42	3.5
(next part)
SMILES	Platelet DG rel	HSP90 inh	HSF-1 act	AI-2 QS mod	SKKanGAS inh	IEC-6 tox	aSyn UTR inh	HSF1 inh	KLF5 inhibitor	HIF act
Cc1nc2ccc(NC(=S)N3CCN(c4ccccn4)CC3)cc2nc1C	-11	-1	24	3	-13	10	-12	7	-12	0.1
Cc1cccc(NC(=O)CCS(=O)(=O)c2ccccc2)c1	-3	-1	13	14	0	1	-42	-1	-60	0.2
COc1ccc(S(=O)(=O)Cc2ccc(C(=O)N3CCN(c4cccc(C)c4C)CC3)o2)cc1	2	-3	-14	6	6	2	7	-15	-8	/
Nc1nc2ccc(S(=O)(=O)N3CCCCC3)cc2s1	0	-1	-1	21	-1	3	11	7	-16	0.2
CCOC(=O)CNC(=O)CNC(=O)c1nn(-c2ccc(OC)c(OC)c2)c(=O)c2ccccc12	-11	-1	-4	19	-4	-2	4	2	-29	-31
COC(=O)c1ccc(C)c(NC(=O)c2nn(C)c(=O)c3ccccc23)c1	-3	2	-6	18	-2	5	-33	2	10	-0.3
Cc1cccn2c(=O)c(C=O)c(Cl)nc12	-4	-4	7	26	7	4	-12	-3	-9	-0.2
CCC(C)[C@H](NC(=O)Nc1ccc(S(N)(=O)=O)cc1)C(=O)O (stereo partly specified)	0	-3	9	9	2	-3	20	1	1	-20
Cc1cccc2nc(COc3ccc(Cl)c4cccnc34)cn12	0	-4	35	14	3	1	-21	26	-55	1.5
COc1cccc(-n2cc(-c3ccc(F)cc3)[nH]c2=S)c1	-2	5	-12	10	0	-4	-158	-18	-203	1.9
COc1cc(C(=O)N2CCN(c3ccc([N+](=O)[O-])cc3)CC2)ccc1OCc1c(C)noc1C	?	7	25	-3	7	1	35	-6	6	0.0
O=C(NCCc1ccccc1)c1ccc(CS(=O)(=O)c2ccc(Br)cc2)o1	3	-4	-11	7	-1	1	-17	2	2	-0.1
COc1ccc(OCC(=O)Nc2nc3ccccc3[nH]2)cc1	?	1	31	15	9	2	-123	14	-102	1.1
O=C(Nc1ccc(Cl)c(Cl)c1)c1cccnc1	8	5	13	-5	-2	5	-102	16	-97	3.1
COC(=O)c1sccc1NC(=O)Cc1ccc(OC)cc1	-1	-7	5	10	-2	-2	-14	-1	0	0.3
COc1ccc(N2CCN(C(=O)CSc3nnc(CNc4ccccc4)o3)CC2)cc1	19	3	-6	21	-2	-1	0	-8	-23	-0.3
COc1ccc(-c2noc(C(=O)NCc3ccc(F)cc3)n2)cc1OC	-5	4	-35	4	5	5	17	-12	-21	-0.1
COc1ccccc1NC(=O)N1CCCC1C(=O)NCc1ccccc1Cl (stereo unspecified)	-1	-10	2	13	6	-3	-2	-4	-26	-0.3
CCOc1ccc(S(=O)(=O)N2CCCC(C(=O)NCCN3CCOCC3)C2)cc1Cl (stereo unspecified)	10	-3	6	-15	-3	-3	12	4	5	-0.9
CCCOc1ccc(/C(O)=C2/C(=O)C(=O)N(CCCOC)C2c2ccncc2)cc1 (stereo unspecified)	5	1	-17	9	0	-7	-21	-3	9	-0.2
COCCCNC(=O)Cn1nnc(-c2ccccc2NC(=O)c2ccc(F)cc2)n1	-4	-2	3	-5	-10	2	-22	-1	-23	-0.5
CCc1nnc(NC(=O)CCC(=O)N2CCN(Cc3ccc(F)cc3)CC2)s1	17	0	-5	-3	8	6	-22	1	-1	0.0
Cn1c(=O)[nH]c(=O)c2c1nc(Sc1ccccc1)n2CCc1ccccc1	9	-2	11	27	-3	-2	16	12	-32	0.1
O=[N+]([O-])c1ccc(C(O)CN2CCN(c3ccccc3)CC2)cc1 (stereo unspecified)	2	0	1	13	2	0	3	-3	-18	-1.5
Cc1ccc(C(O)Cn2cc([N+](=O)[O-])nc2C)cc1 (stereo unspecified)	-7	6	7	/	18	0	13	0	4	-0.4

Whole records, looked up by structure. Order of values: Platelet DG rel | HSP90 inh | HSF-1 act | AI-2 QS mod | SKKanGAS inh | IEC-6 tox | aSyn UTR inh | HSF1 inh | KLF5 inhibitor | HIF act
Entry for `CCCOc1ccc(/C(O)=C2/C(=O)C(=O)N(CCCOC)C2c2ccncc2)cc1` (stereo unspecified) = 5 | 1 | -17 | 9 | 0 | -7 | -21 | -3 | 9 | -0.2
Entry for `COc1ccccc1NC(=O)N1CCCC1C(=O)NCc1ccccc1Cl` (stereo unspecified) = -1 | -10 | 2 | 13 | 6 | -3 | -2 | -4 | -26 | -0.3
Entry for `Cc1nc2ccc(NC(=S)N3CCN(c4ccccn4)CC3)cc2nc1C` = -11 | -1 | 24 | 3 | -13 | 10 | -12 | 7 | -12 | 0.1
Entry for `COC(=O)c1ccc(C)c(NC(=O)c2nn(C)c(=O)c3ccccc23)c1` = -3 | 2 | -6 | 18 | -2 | 5 | -33 | 2 | 10 | -0.3
Entry for `COC(=O)c1sccc1NC(=O)Cc1ccc(OC)cc1` = -1 | -7 | 5 | 10 | -2 | -2 | -14 | -1 | 0 | 0.3

Other results.
SMILES	Platelet DG rel	HSP90 inh	HSF-1 act	AI-2 QS mod	SKKanGAS inh	IEC-6 tox	aSyn UTR inh	HSF1 inh	KLF5 inhibitor	HIF act
COC(=O)c1cccc(NC(=O)CC2C(=O)NCCN2C(=O)c2ccc(F)cc2F)c1 (stereo unspecified)	-11	2	5	3	0	10	18	-3	-24	-0.8
COC(=O)c1ccc(CNC(=O)COC(=O)CC23CC4CC(CC(Br)(C4)C2)C3)cc1	-7	-3	-2	11	-6	-1	17	-2	-8	-0.1
CSc1cccc(N2CC(C(=O)NCCN3C(=O)S/C(=C\c4cccnc4)C3=O)CC2=O)c1 (stereo unspecified)	-4	/	-8	16	-4	/	6	-3	/	-6.1
COc1cc(CCC(=O)OCC(=O)Nc2ccccc2C(C)C)cc(OC)c1OC	7	3	-1	11	-2	-1	-10	-9	-4	0.1
COc1ccc(Cl)cc1S(=O)(=O)N1CCCC(C(=O)N2CCCC2)C1 (stereo unspecified)	4	-2	4	13	0	-8	18	5	-6	-0.5
COc1ccc(-c2ccnc3cc(C(=O)O)nn23)cc1	-5	-2	-4	32	4	-6	11	4	-7	0.2

Arranged by value in KLF5 inhibitor (falling): 4 from the list above.
SMILES | Platelet DG rel | HSP90 inh | HSF-1 act | AI-2 QS mod | aSyn UTR inh | HSF1 inh | KLF5 inhibitor
COc1cc(CCC(=O)OCC(=O)Nc2ccccc2C(C)C)cc(OC)c1OC | 7 | 3 | -1 | 11 | -10 | -9 | -4
COc1ccc(Cl)cc1S(=O)(=O)N1CCCC(C(=O)N2CCCC2)C1 (stereo unspecified) | 4 | -2 | 4 | 13 | 18 | 5 | -6
COc1ccc(-c2ccnc3cc(C(=O)O)nn23)cc1 | -5 | -2 | -4 | 32 | 11 | 4 | -7
COC(=O)c1cccc(NC(=O)CC2C(=O)NCCN2C(=O)c2ccc(F)cc2F)c1 (stereo unspecified) | -11 | 2 | 5 | 3 | 18 | -3 | -24

Bioassay records deposited in PubChem BioAssay by several laboratories.
